Assay outcomes: PubChem BioAssay, The Scripps Research Institute Molecular Screening Center
PAFAH2 inh: PAFAH2 (human) inhibition | Q99487 | recombinant PAFAH2, FP-rhodamine activity probe, fluorescence polarization | inhibition, % at 3.39 µM | 340,000 compounds, 0.99% hits | AID 492956;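 active means inhibition above the mean over all tested compounds plus 3 SD, cut at about 30% in these data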;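 further: inhibitors block probe labeling of enzyme so polarization drops; 0% = enzyme with DMSO and 100% = wells lacking PAFAH2 protein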
ZTA counter: ZTA (EBV) inhibition in EBNA-1 counter-screen; AID 2234; inhibition, % at 11 µM; ZTA-DNA binding, fluorescence polarization; P03206; 320,000 compounds, 0.15% hits; in the data active means inhibition above about 33%
PREPL inh: human PREPL enzyme inhibition; Q4J6C6; recombinant PREPL, fluorescence polarization activity-based probe; inhibition, % at 5.96 µM; 320,000 compounds, 0.68% hits; AID 2751; in the data active means inhibition above about 43%;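 further: 0% = enzyme with DMSO and 100% = wells lacking enzyme; many of its hits are not listed in these tables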
EBNA-1 inh: blocks EBNA-1 binding to DNA | inhibition, % at 14.8 µM | EBNA-1 DNA binding, fluorescence polarization | 300,000 compounds, 0.34% hits; in the data active means inhibition above about 28%
LYPLA1 inh: blocks human lysophospholipase 1, a PME1 counter-screen. 320,000 compounds, 0.16% hits. inhibition, % at 5.9 µM. recombinant LYPLA1, FP-Rh probe fluorescence polarization. AID 2174;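 active means inhibition above the mean of all tested compounds plus 3 SD, set per campaign, cut at about 14% in these data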;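 further: inhibitors block serine hydrolase probe labeling of LYPLA1 so polarization falls; 0% = enzyme with DMSO and 100% = wells lacking LYPLA1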
PAD4 inh: PAD4 (human) enzyme inhibition; Q9UM07; recombinant PAD4, RCA probe fluorescence polarization; inhibition, % at 6.36 µM; AID 485272; 330,000 compounds, 0.41% hits;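 active means percent inhibition above a cutoff equal to the mean of all tested compounds plus 3 SD, cut at about 15% in these data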;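 further: 0% = PAD4 with RCA probe and DMSO and 100% = probe without PAD4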
Target sequence (Q9UM07 whole entry, looked up): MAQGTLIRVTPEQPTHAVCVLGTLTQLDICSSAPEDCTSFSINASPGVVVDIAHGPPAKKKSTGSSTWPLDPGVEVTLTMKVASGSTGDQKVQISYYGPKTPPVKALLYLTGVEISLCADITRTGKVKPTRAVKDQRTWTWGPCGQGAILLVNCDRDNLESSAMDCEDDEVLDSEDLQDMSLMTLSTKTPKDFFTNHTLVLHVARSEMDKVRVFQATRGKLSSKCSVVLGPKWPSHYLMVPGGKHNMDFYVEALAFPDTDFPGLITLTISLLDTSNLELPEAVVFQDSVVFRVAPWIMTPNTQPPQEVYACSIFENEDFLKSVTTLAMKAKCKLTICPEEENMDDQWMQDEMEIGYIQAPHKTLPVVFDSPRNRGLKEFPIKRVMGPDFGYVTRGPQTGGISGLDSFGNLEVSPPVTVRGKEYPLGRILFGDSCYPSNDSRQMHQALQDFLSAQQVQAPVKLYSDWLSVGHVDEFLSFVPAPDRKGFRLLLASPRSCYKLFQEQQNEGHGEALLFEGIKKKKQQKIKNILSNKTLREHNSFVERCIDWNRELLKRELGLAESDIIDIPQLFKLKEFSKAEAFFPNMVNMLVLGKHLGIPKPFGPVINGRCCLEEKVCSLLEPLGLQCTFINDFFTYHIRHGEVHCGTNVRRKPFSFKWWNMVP
GSTO1 inh: GSTO1 inhibition, counter-screen for RBBP9 inhibitors | P78417 | inhibition, % at 5.96 µM | AID 1974 | recombinant GSTO1, activity-based probe fluorescence polarization | 300,000 compounds, 1.1% hits;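 active means inhibition above the campaign mean inhibition plus 3 SD, cut at about 35% in these data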;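 further: 0% = GSTO1-1 with DMSO and 100% = wells lacking GSTO1-1 enzyme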
Target sequence (P78417 whole entry, looked up): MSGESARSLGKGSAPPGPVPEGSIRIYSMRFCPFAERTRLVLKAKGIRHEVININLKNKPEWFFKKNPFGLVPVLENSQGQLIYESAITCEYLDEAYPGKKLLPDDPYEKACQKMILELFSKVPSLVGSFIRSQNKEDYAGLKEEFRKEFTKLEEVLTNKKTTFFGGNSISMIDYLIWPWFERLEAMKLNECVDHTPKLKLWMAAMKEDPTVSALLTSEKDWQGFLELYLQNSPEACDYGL
LYPLA2 inh: blocks human lysophospholipase 2, a PME1 counter-screen; O95372; recombinant LYPLA2, FP-Rh probe fluorescence polarization; inhibition, % at 5.9 µM; 320,000 compounds, 0.38% hits; AID 2177;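 active means inhibition above the screen-wide mean plus 3 SD, limit set per campaign, cut at about 26% in these data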;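 further: 0% = LYPLA2 with DMSO and 100% = wells lacking LYPLA2 enzyme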
PAFAH1B3 inh: inhibitors of human PAFAH1B3; Q15102; recombinant PAFAH1B3, FP-rhodamine probe, fluorescence polarization; inhibition, % at 3.39 µM; 340,000 compounds, 0.28% hits; AID 492972;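 active means inhibition above the screen-wide average of all tested compounds plus 3 SD, cut at about 25% in these data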;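 further: 0% = enzyme with DMSO only and 100% = wells lacking PAFAH1B3 protein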
* marks the source's active call; other numbers are inactive results; x = not tested or not shown. A portion of the library; the hit share may differ from the screen's.

SMILES	PAFAH2 inh	ZTA counter	PREPL inh	EBNA-1 inh	LYPLA1 inh	PAD4 inh	GSTO1 inh	LYPLA2 inh	PAFAH1B3 inh
CCCCn1c(=NC(C)=O)c(C#N)cc2c(=O)n3cccc(C)c3nc21	17	-1	0	8	-2	-4	2	-3	-1
COC(=O)c1cc2c(s1)-c1cc(F)ccc1OC2	-3	-14	-23	5	2	-1	-1	0	10
O=C(c1cc(-c2ccccc2)nc2ccccc12)N1CCCc2ccccc21	-4	-4	-9	-13	3	-4	3	7	-9
NC(=O)c1ccccc1OCC(=O)N1CCc2ccccc2C1	-2	-19	0	5	1	-1	6	-4	0
c1cncc(CNc2c3c(nc4nnnn24)CCCC3)c1	5	9	22	4	-1	-2	-7	0	3
CCCC1CCC(C(=O)Nn2c(C)nc3ccccc3c2=O)CC1 (stereo not drawn)	0	9	-32	-5	-1	0	21	3	10
CCC(=O)N1CCN(c2ccccc2NC(=O)c2cccs2)CC1	9	-15	3	-1	-5	-3	2	3	4
CCC(=O)c1ccc(OCC(=O)N2CCN(S(=O)(=O)c3ccc(Cl)s3)CC2)cc1	0	2	23	x	-2	-4	x	4	8
O=C(O)C1CCN(S(=O)(=O)Cc2ccccc2)CC1	13	8	-3	15	3	1	0	7	-6
CCOC(=O)c1c(S(=O)(=O)N2CCN(C3CCCCC3)CC2)c(C)n(C)c1C	3	3	1	1	-5	1	-12	-8	-1
O=C(CSc1nnc2sc3ccccc3n12)N1CCN(c2ccccc2)CC1	-2	6	-50	4	3	-6	1	6	1
O=C1c2cccc3cccc(c23)C(=O)N1CC1CCN(S(=O)(=O)c2ccc(F)cc2)CC1	-7	4	6	13	-3	-2	2	-1	0
Cc1noc(C)c1C(=O)Nc1ccc(S(=O)(=O)N2CCC(C)CC2)cc1	-5	5	13	x	-1	-1	x	2	4
CC1CCN(CC(=O)n2c3c(c4ccccc42)CCCC3)CC1	1	13	-2	0	-1	-2	11	2	-4
O=C(O)CC(CC(=O)O)c1ccsc1	-4	1	-1	x	0	-3	x	-2	5
CC(=O)Nc1ccc(S(=O)(=O)Nc2nccc(/C=C/c3ccccc3F)n2)cc1	4	-2	0	4	0	-1	3	2	12
Oc1cccc(/C=C/c2ccc3cccc(O)c3n2)c1	4	4	-7	-3	-10	-4	16	-5	19
O=C(NCCN1CCCCC1)Nc1ccc([N+](=O)[O-])cc1	-1	11	10	5	-1	-3	-6	-7	1
Cn1c(=NC(=O)CSCC(=O)N2CCCCC2)sc2ccccc21	-9	7	6	6	3	-1	-2	-1	2
CC(C)OC(=O)CC1C(=O)NCCN1C(=S)NC(=O)c1ccc(F)cc1 (stereo not drawn)	4	-9	8	4	0	0	9	-2	3
CC(=O)c1ccc(OCCNS(=O)(=O)c2ccc(-n3cnnn3)c(C)c2)cc1	-1	1	-4	-5	-1	0	2	4	4
COc1cc(S(=O)(=O)Nc2ccccc2C)ccc1Cl	0	-8	2	1	1	0	0	8	2
CCCOc1ccc(C2/C(=C(\O)c3c(C)[nH]c(C(=O)OC)c3C)C(=O)C(=O)N2CCN(C)C)cc1 (stereo not drawn)	2	9	-1	0	1	6	-2	13	0
Cc1ccc(C)c(S(=O)(=O)Nc2cc(SCC(=O)O)c(O)c3ccccc23)c1	34*	-2	23	8	4	33*	87*	35*	51*
CCn1cc(C(=O)O)c(=O)c2cnc(N3CCN(C(=S)NC(=O)c4ccccc4)CC3)nc21	-3	7	4	-13	-4	-10	-5	-8	-1
Cc1nc2ccc(Br)cc2c2c1CC(CBr)O2 (stereo not drawn)	4	-2	-15	-10	-2	2	26	-4	2
CN(C(=O)COC(=O)/C=C/c1cccs1)C1CCCCC1	75*	x	10	x	x	1	x	x	1
COc1ccc(C(=O)CCC(=O)NCCc2c[nH]c3ccccc23)cc1	0	6	-16	3	3	2	3	2	0
COCCNC(=O)CCCn1c(=O)c2cc(OC)c(OC)cc2n(CC(=O)c2ccc(Cl)cc2)c1=O	x	-3	-4	1	2	3	13	2	x
O=C(O)c1ccc(NC(=O)c2ccccc2NC(=O)c2cccc(Br)c2)cc1	-1	-17	-2	-7	-7	4	-28	2	5
Cc1cccc2c1N(CC(=O)OC(C)C)C(=O)C2=O	4	14	2	12	-1	0	4	-2	-2
CCOC(=O)c1c(NC(=S)NC)sc2c1CC(C)(C)SC2	10	13	-1	4	-5	-1	2	-5	1
O=C(NC(=S)Nc1ccccc1C(=O)O)c1ccc2ccccc2c1	-8	-2	2	9	-1	4	-1	4	4
COc1ccccc1NC(=O)Cc1nnc(SCC(=O)NC2CCCCC2)n1C	1	-11	9	-3	-4	3	12	-7	-2
Cc1nc(C)c(C(=O)O)s1	1	3	-1	-13	-2	-6	-9	-6	5
Cc1ccc(NC(=O)CSc2ccc3nnc(-c4cccnc4)n3n2)cc1	6	12	-13	-1	-1	-1	4	-2	0
CCN(CC)CCOC(=O)c1cccc2c1-c1ccccc1C2O (stereo not drawn)	9	-8	-5	-11	3	-3	0	6	4
C[C@@H]1NC(=O)c2cc([N+](=O)[O-])cc(I)c2NCCCC[C@@H](C(N)=O)NC(=O)[C@H](CC(N)=O)NC1=O	2	-8	18	8	1	-2	7	-1	9
CCC/C=N/NC(=O)c1ccccc1O	7	10	0	0	1	-1	12	0	10
O=S(=O)(NCCc1csc(-c2cccnc2)n1)c1cccs1	-1	-4	3	-3	2	3	1	4	-2
CC1CCCN(CCS(=O)(=O)c2ccccc2)C1 (stereo not drawn)	-1	18	1	8	3	1	1	-2	3
Cc1ccccc1NC(=O)c1snc2c(=O)[nH]cnc12	x	10	12	10	0	0	0	0	x
Cc1ccc(S(=O)(=O)N2CCOCC2)cc1C(=O)N1CCCCCC1	3	4	6	3	2	1	0	-4	2
COc1ccc(NC(=O)CSc2ncnc3c2cnn3Cc2ccccc2)cc1	1	11	-1	-3	-3	5	7	6	-1
O=C(CCCSc1nc(-c2ccco2)cc(C(F)(F)F)n1)NCC1CCCO1 (stereo not drawn)	3	-2	13	1	-2	-6	10	6	2
Cc1cc(C)c(Nc2cc(S(=O)(=O)O)c(N)c3c2C(=O)c2ccccc2C3=O)c(C)c1	83*	52*	57*	51*	55*	9	80*	27*	46*
CCCC(=O)Nc1c(-c2cccs2)c(=O)c2ccccc2n1C	-6	-1	1	-8	-1	-1	-1	0	6
COc1ccccc1NC1=C(C)C(=O)CC1	0	4	7	-4	-1	-8	1	-8	0
COc1ccc2c(CC(=O)Nc3ccc(OC)c(NS(=O)(=O)c4ccc(F)cc4)c3)coc2c1	8	0	19	-7	-9	-8	-2	-6	3
Clc1ccc(Oc2nc3ccccc3n3cccc23)cc1	-2	10	1	-1	0	-2	3	-2	10
O=C(CSc1n[nH]c(=O)[nH]c1=O)c1ccccc1[N+](=O)[O-]	-1	-6	0	5	3	1	21	6	-4
CCc1nc(SCC(=O)c2ccc(Cl)s2)c2oc3ccccc3c2n1	6	12	-8	10	-4	-1	0	-7	-2
COc1ccc2nc(Nc3ccccc3)sc2c1	6	-22	24	-4	-1	4	0	3	9
CC(C(=O)Nc1ccccc1)N1C(=O)c2ccccc2C1=O (stereo not drawn)	-4	4	0	1	-3	-6	6	-4	14
COc1ccc(CSc2nnc(C)n2N)cc1[N+](=O)[O-]	-7	-2	-5	-6	-2	-3	8	3	8
CC(C)Cc1nnc(NC(=O)CSc2nc(O)c(-c3ccccc3)c(=O)[nH]2)s1	-7	3	11	-10	-1	8	71*	-3	-2
O=C1C2C3C=CC(CC3)C2C(=O)N1c1ccc(Cl)cc1Cl (stereo not drawn)	7	-5	-2	-1	1	2	-8	-2	2
NC(=O)c1ccccc1N/C=C/C(=O)c1ccccc1	-1	9	0	11	0	2	-3	-2	2
COc1ccc(/C=N/NC(=O)c2cc(Br)ccc2O)cc1Cn1cc(Cl)cn1	-9	18	2	1	2	7	-20	14	9
Cc1nn(CC(=O)NCCCN2CCCCC2)c(=O)c2cc(-c3ccccc3)nn12	-7	-6	15	-3	0	0	14	2	1

3 of the entries above in order of the PAFAH1B3 inh value, descending.
| SMILES | PAFAH2 inh | PREPL inh | EBNA-1 inh | PAD4 inh | PAFAH1B3 inh |
| --- | --- | --- | --- | --- | --- |
| COc1ccc(CSc2nnc(C)n2N)cc1[N+](=O)[O-] | -7 | -5 | -6 | -3 | 8 |
| CCCC(=O)Nc1c(-c2cccs2)c(=O)c2ccccc2n1C | -6 | 1 | -8 | -1 | 6 |
| O=C1C2C3C=CC(CC3)C2C(=O)N1c1ccc(Cl)cc1Cl (stereo not drawn) | 7 | -2 | -1 | 2 | 2 |

Additional records
SMILES	PAFAH2 inh	ZTA counter	PREPL inh	EBNA-1 inh	LYPLA1 inh	PAD4 inh	GSTO1 inh	LYPLA2 inh	PAFAH1B3 inh
CCOC(=S)N/C(=N\S(=O)(=O)c1ccc(C)cc1)c1ccccc1	2	-14	5	0	1	-4	6	9	-1
COc1cc(C(=O)Nc2ccc(C)cc2)c(-n2cnnn2)cc1OC	6	19	2	-1	-1	-1	-1	-2	9
CCCCNC(=S)N(CCN(C)C)Cc1cc2cc3c(cc2[nH]c1=O)OCCO3	-3	11	14	1	1	4	15	-6	0
CCc1nc(C)cn1S(=O)(=O)c1ccc(Cl)c(Cl)c1Cl	-2	-14	9	2	-8	4	13	5	-3
COc1ccc(C(=O)NC2CCc3ccccc32)cc1OC1CCN(C(C)C)CC1 (stereo not drawn)	3	13	-3	7	1	5	3	2	5
CCOC(=O)C1=C(C)N=C2c3ccccc3C(=O)C2C1c1ccc(Br)cc1 (stereo not drawn)	x	4	24	-2	-7	-3	-8	-5	x
COc1cc(/C=C/C(=O)O)cc(S(=O)(=O)Nc2ccccc2Oc2ccccc2)c1OC	3	-15	11	0	1	-4	9	5	5
CC(=O)N1CC(=O)N=C1SCC(=O)Nc1nc(-c2ccccc2)c(-c2ccccc2)s1	-3	-8	15	0	-4	-12	-14	3	10
O=C(Nc1ccc(O)cc1C(=O)O)c1ccc(NC(=O)c2ccco2)cc1	-5	-19	7	x	3	8	x	3	8
CC1CCN(CCC(=O)Nc2ccc(F)c(F)c2)CC1	-1	-2	4	-1	-3	0	9	-3	1
O=C(C[n+]1ccc(/C=C/c2ccccc2)cc1)c1ccc2c(c1)OCCO2	3	-2	63*	-9	-7	-6	5	8	-5
CC(C)CCNC(=O)C1CCC(=O)N1C(C)C (stereo not drawn)	-3	5	1	-5	-2	-2	2	-1	6
CCn1c(SC(C)C(=O)NC2CCCc3ccccc32)nnc1-c1cccs1 (stereo not drawn)	5	-6	4	6	1	4	5	-2	17
Cc1nc(CSc2nnc(Nc3cccc(C)c3C)s2)cs1	13	0	-54	5	-4	2	-4	-6	-3
O=C(Cn1nc(C(=O)O)c2ccccc2c1=O)NCCC1=CCCCC1	3	-13	9	-3	5	2	8	5	0
CCCOc1ccc(C(=O)O/N=C(\CC)c2ccc(C)cc2)cc1	-4	-6	4	6	-2	0	5	-3	-2
CSc1nncn1/N=C/c1cc(Cl)ccc1F	-1	1	-6	5	-5	0	-4	2	12
CCN1C(=O)[C@@H]2[C@@H](c3ccc(-c4ccc(C(C)=O)cc4)c(OC)c3)N3CCC[C@@]3(C(=O)OC)[C@@H]2C1=O	7	-6	3	-4	-1	-4	6	6	1
CCc1ccc(C(C(=O)NC2CCCCC2)N(C(=O)c2csnn2)C2CC2)cc1 (stereo not drawn)	-7	-9	0	-12	0	1	-1	-3	0
O=C(/C=C\c1ccc2c(c1)OCO2)Nc1nnc(SCC(=O)OCc2ccccc2)s1	x	-7	8	-6	-11	-3	5	-6	x
Cc1cc(Cl)cc(Br)c1OCCCCn1cncn1	-1	0	-23	0	-4	0	-3	-5	4
